Compound activity from PubChem BioAssay.
Cycloheximide cs: counter-screen for Shiga toxin inhibitors: cycloheximide protein synthesis inhibition; hit rate 12% among 300,000; cell reporter, cycloheximide protein synthesis inhibition counterscreen; AID 2314; max response, %; in the data active = max response mostly above about 13%, no sharp cut-off; inactive = mostly below about 14%; also: read at 38.3 µM for the half of the compounds with a filed dose; 0% is about no effect
Pf growth 48h: P. falciparum growth inhibition at 48 hours (one generation); hit rate 5.9% among 310,000; Potency, µM (series often up to 28.7 µM), for inactives: at the top dose activity change, negative = inhibition, most hits filed as inhibitors; P. falciparum luciferase growth in erythrocytes, 48 h; also: potency is read from the fitted curve at half-maximal effect; % is scaled to controls: 0 for no effect and ±100 for the full control effect
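First compound was added to culture medium, then infected red cells at 0.1% parasitemia and 2% hematocrit (final). After incubation at 37 C under 5% CO2, luciferase detection reagent was dispensed and light output recorded.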
Shiga toxin inh: blocks Shiga toxin action in Vero cells. hit rate 9.2% among 290,000. AID 2315. inhibition, % at 38.7 µM. Vero cells, Shiga toxin protein synthesis inhibition reporter; in the data active = inhibition mostly above about 28%, no sharp cut-off; inactive = mostly below about 43%; also: 0% is about no effect
LmPK inh: blocks Leishmania mexicana pyruvate kinase activity; Q27686; purified LmPK, Kinase-Glo ATP luminescence, 1 h; hit rate 0.37% among 290,000; AID 1721; Potency, µM (series often up to 57.5 µM), for inactives: top-dose activity change, negative = inhibition, hits mostly inhibitors; also: potency is read from the fitted curve at half-maximal effect; % is scaled to controls: 0 for no effect and ±100 for the full control effect
Target sequence (Q27686 whole entry, looked up): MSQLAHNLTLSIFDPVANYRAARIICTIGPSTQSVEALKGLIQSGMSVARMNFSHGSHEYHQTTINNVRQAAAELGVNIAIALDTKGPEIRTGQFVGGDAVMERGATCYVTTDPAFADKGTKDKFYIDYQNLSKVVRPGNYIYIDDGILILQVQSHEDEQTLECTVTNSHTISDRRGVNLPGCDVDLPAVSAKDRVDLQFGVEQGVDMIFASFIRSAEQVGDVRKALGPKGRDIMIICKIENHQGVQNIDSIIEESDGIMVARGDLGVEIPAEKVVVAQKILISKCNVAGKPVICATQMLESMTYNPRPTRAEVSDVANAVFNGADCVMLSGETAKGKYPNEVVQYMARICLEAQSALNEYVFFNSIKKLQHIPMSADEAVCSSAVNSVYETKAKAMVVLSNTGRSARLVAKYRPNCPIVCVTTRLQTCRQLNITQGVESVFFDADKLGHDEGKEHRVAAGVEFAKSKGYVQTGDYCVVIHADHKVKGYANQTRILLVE
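In 50 mM imidazole pH 7.2 with 7 mM MgCl2, LmPK (0.1 nM) turned over PEP (0.5 mM) and ADP (0.1 mM) for 1 h at room temperature. Luciferase read-out of ATP.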
Pf growth 96h: inhibits malaria parasite growth, 96 h; P. falciparum luciferase reporter growth, 96 h; Potency, µM (top dose mostly 28.7 µM), inactives show at the top dose activity change, negative = inhibition, hits mostly inhibitors; hit rate 6.9% among 320,000; AID 504834; also: potency is read from the fitted curve at half-maximal effect; % is scaled to controls: 0 for no effect and ±100 for the full control effect
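Readout is luminescence from an integrated firefly luciferase in P. falciparum. Red cells, 2% hematocrit and 0.05% parasitemia final, were cultured with compound through two parasite generations (96 hours) at 37 C, 5% CO2.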
HCV inhibitor: HCV inhibition. Huh7.5.1 HCVcc-Cre infection, luciferase reporter, 44 h. Potency, µM (highest dose often 41.8 µM), inactives show top-dose activity change, negative = inhibition, actives largely listed as inhibitors. hit rate 3.4% among 340,000. AID 651820; also: potency is read from the fitted curve at half-maximal effect; % is scaled to controls: 0 for no effect and ±100 for the full control effect
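HCVcc-Cre virus at an moi near 0.5 was added right after compound to cells cultured 4 h from seeding (1,000 cells/well). Luciferase activity was determined 44 h later, 15 min after substrate addition at RT.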
Tb PYK inh: T. brucei pyruvate kinase inhibition; Q57TT1; TbPYK enzyme, Kinase-Glo Plus ATP luminescence, 45 min; Potency, µM (titrated, usually from 76.8 µM), for inactives: top-dose activity, negative = inhibition, actives largely listed as inhibitors; hit rate 0.12% among 410,000; AID 624173; also: potency is read from the fitted curve at half-maximal effect; % is scaled to controls: 0 for no effect and ±100 for the full control effect; nearly all actives have a fitted effect of over 50% in size
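In this concentration-response screen, enzyme-free wells defined baseline while DMSO plates tracked drift. Each reaction combined TbPYK, substrate, compound and 130 uM ADP for 45 min at room temperature. Kinase-Glo Plus luminescence gave the signal.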
* hit, by the source's call; ? = inconclusive; . = no result given; & = joins results of further samples; [ ] = another dose, or the depositor's remark. Unless noted, calls follow the shape of the dose curve; as a rule, active = well fitted curve in the direction sought with a large enough effect; inconclusive = small, poorly fitted or top-dose-only effect, or another doubt; inactive = no such curve, though single readings can be large; an effect the other way counts as inactive or inconclusive.

A first look:
SMILES	Cycloheximide cs	Pf growth 48h	Shiga toxin inh	LmPK inh	Pf growth 96h	HCV inhibitor	Tb PYK inh
S=C(NCc1ccccc1Cl)NC1CCCC1	-2	-27%	20	3%	-17%	?	-3%
O=C(/C(=C/c1ccc(Cl)cc1)c1nc2ccccc2[nH]1)c1ccccc1	37*	2.9µM*	41*	3%	2.3µM*	10µM*	3%
CC(=O)N/C(=C\c1ccccc1)C(=O)OCC(=O)Nc1cc(S(=O)(=O)N(C)C)ccc1Cl	.	27%	.	.	-1%	-1%	6%
Cc1nc(N=C(N)N)nc2ccccc12	8	?	-4	3%	6%	14µM*	4%

The list itself, from the first entry:
SMILES	Cycloheximide cs	Pf growth 48h	Shiga toxin inh	LmPK inh	Pf growth 96h	HCV inhibitor	Tb PYK inh
S=C(NCc1ccccc1Cl)NC1CCCC1	-2	-27%	20	3%	-17%	?	-3%
O=C(/C(=C/c1ccc(Cl)cc1)c1nc2ccccc2[nH]1)c1ccccc1	37*	2.9µM*	41*	3%	2.3µM*	10µM*	3%
CC(=O)N/C(=C\c1ccccc1)C(=O)OCC(=O)Nc1cc(S(=O)(=O)N(C)C)ccc1Cl	.	27%	.	.	-1%	-1%	6%
Cc1nc(N=C(N)N)nc2ccccc12	8	?	-4	3%	6%	14µM*	4%
Cc1ccc(CCNS(=O)(=O)c2ccc3c(c2)NC(=O)C(C)C(=O)N3)cc1 (stereo unspecified)	-2	23%	3	3%	?	-21%	0%
O=C(COc1ccccc1Cl)Nc1cc(Cl)ccc1Oc1ccccc1	4	37%[activator]	22	5%	?	5%	2%
CCc1ccccc1NC(=O)c1cccc(N2C(=O)C3C4CCC(C4)C3C2=O)c1 (stereo unspecified)	-3	-18%	10	-5%	-8%	4%	7%
CCOC(=O)c1cc(C)sc1NC(=O)CSC1=NCCS1	-6	?	-21	-1%	9.3µM*	?	-6%
O=C(Oc1ccccc1-c1csnn1)c1cccs1	11	-14%	25	-7%	23%	9%	-3%
O=C(O)c1ccc(COc2ccc3ccccc3c2/C=C2/NC(=O)N(c3ccccc3)C2=O)cc1	2	5.9µM*	6	2%	?	7%	6%
Cc1cc(C(=O)Cn2nc(C(=O)O)c3ccccc3c2=O)c(C)n1-c1ccc(F)cc1	49*	27%	155*	1%	126%[activator]	-18%	5%
Nc1ncnc(Nc2cccc(F)c2)n1	2	19%	43	0%	-6%	10%	5%
COC(=O)C(NC(=O)c1ccco1)(Nc1nc(C2CC2)cs1)C(F)(F)F (stereo unspecified)	-1	?	-8	-11%	?	-12%	-8%
Cc1ccc(NS(=O)(=O)c2ccc3c(c2)NC(=O)CCS3)c(Br)c1	16	6.6µM*	6	11%	?	?	-2%&-2%
CCCCn1c(SCC(=O)N2CCCC2=O)nc2cc(S(N)(=O)=O)ccc21	.	-8%	.	.	-22%	14%	-10%
O=C(COc1ccccc1)NC(NC(=S)Nc1ccccc1C(=O)O)C(Cl)(Cl)Cl (stereo unspecified)	-2	-13%	31	7%	23%	23%	-14%
CN1CC2(C(=O)c3ccccc3)CN(C)CC(C(=O)c3ccccc3)(C1)C2	9	-7%	-22	1%	3%	6%	4%
O=C(CCCOc1ccccc1)N1CCCc2ccccc21	49*	0%	132*	2%	15%	-6%	0%
C=CCNC(=O)COC(=O)CCC(=O)c1cccs1	-1	50%[activator]	-4	7%	23%	12%	1%
CCCn1c(CCC(=O)O)ccc1-c1cccs1	8	1%	3	4%	8%	-4%	-5%
O=C(Nc1ccc2sccc2c1)c1cccc(N2C(=O)CCC2=O)c1	37*	5%	92*	-8%	60%[activator]	12%	5%
Cc1ccc(/C(O)=C2\C(=O)C(=O)N(C)C2c2ccc(Br)cc2)cc1 (stereo unspecified)	-1	6%	10	-4%	-17%	9%	2%
Cn1c(CNC(=O)C2CCC(=O)N(CCc3cccc(F)c3)C2)nc2ccccc21 (stereo unspecified)	17	6%	-5	0%	8%	5%	0%
O=C(Nc1ccc2c(c1)Cc1ccccc1-2)c1ccc(Br)o1	34*	3%	35*	-9%	?	?	-5%
O=C(CNS(=O)(=O)c1cccc2nsnc12)NC1CCCCC1	-6	6%	-18	-12%	17%	?	-1%
N#Cc1nc(-c2ccc(F)cc2)oc1N1CCN(C(=O)c2ccco2)CC1	0	-2%	37	-7%	82%	9%	6%
Cc1cccc(-n2nnc(C(=O)NCc3ccccc3)c2N)c1	12*	19%	30	-1%	30%[activator]	-1%	7%
CCCCOc1ccc(-c2nnn(CC(=O)NCCc3c[nH]c4ccccc34)n2)cc1	15*	?	25	5%	37%[activator]	?	-8%
CN(CC(=O)NC(=O)NC1CCCCC1)CC(=O)Nc1ccc(Cl)cc1	.	?	.	.	4.1µM*	-16%	1%
COc1ccc(CCNC(=O)C(=O)NCC2OCCN2S(=O)(=O)c2cc(F)ccc2F)cc1 (stereo unspecified)	-1	?	-5	-3%	?	-17%	-1%
O=C(CC1C(=O)NCCN1Cc1ccc(F)c(F)c1)NCCn1cccn1 (stereo unspecified)	-1	0%	8	3%	?	-7%	-2%
O=C(c1ccco1)N1CCN(C(=O)c2cccc3c2C(=O)N(Cc2cccnc2)C3)CC1	-2	.	-13	10%	8%	25%	9%
Cc1cc2c(c(=O)n1CCN(C)C)C(c1ccc(Br)cc1)C(C#N)=C(N)O2 (stereo unspecified)	11	8%	46	-2%	?	8%	-11%
O=C(NCc1ccc(Cl)cc1)c1ncn[nH]1	-1	-4%	-15	-4%	8%	-3%	1%
CC(=O)N1CCN(S(=O)(=O)c2cccc(C(=O)OCN3C(=O)c4ccccc4C3=O)c2)CC1	10	5%	11	-2%	0%	-8%	1%
Cc1ccc(C(=O)NC2CCS(=O)(=O)C2)cc1S(=O)(=O)N1CCCC1 (stereo unspecified)	-2	-21%	-14	2%	?	4%	6%
CC1CCCCC1NC(=O)c1cc(=O)[nH]c2ccccc12 (stereo unspecified)	.	35%[activator]	.	.	25%	2%	-4%
O=C(CCN1CCc2ccccc21)c1ccc2c(c1)OCCO2	26*	5.2µM*	34	-21%	2.1µM*	?	-8%
O=C1c2ccccc2C(=O)N1CCCc1c[nH]c2ccc(Cl)cc12	14*	30%	-8	4%	37%[activator]	-21%	7%
Cc1nc2cc(-c3ccc(Br)cc3)[nH]n2c(=O)c1Cl	-4	?	-3	-4%	9.3µM*	9%	-6%
COc1ccc(CNC(=O)C(NC(C)=O)C(=O)Nc2ccc(OC)cc2)cc1 (stereo unspecified)	-2	7%	-16	-2%	42%[activator]	11%	2%
Cc1ccccc1CN(C)CC(=O)Nc1ccccc1Oc1ccccc1	7	-2%	10	-4%	?	2%	4%
NC(=O)CCSC(=S)N1CCOCC1	-5	?	-16	1%	67%[activator]	10%	-3%
COC(=O)c1cc(Nc2cc(C)nc3ncnn23)cc(C(=O)OC)c1	-4	16%	-13	-1%	-27%	-1%	-2%
COc1ccc(OC)c(-n2cnc3cc(C(=O)NCCCN4CCOCC4)ccc32)c1	-2	?	-15	-5%	9%	0%	-1%
COc1ccc(CNC(=O)CN(Cc2ccc(OC)cc2)C(=O)CCC(=O)Nc2ccccn2)cc1	-3	8%	22	-4%	104%[activator]	-25%	-1%
COc1ccc(CNC(=O)c2cccs2)cc1	4	-5%	23	2%	.	-6%	1%
CCOC(=O)C1CCCc2c1[nH]c1ccc(Cl)cc21 (stereo unspecified)	-1	?	-10	3%	?	-28%	3%
Cc1ccc(O)c(NC(=O)c2cc3nc4c(c(C(F)(F)F)n3n2)CCc2ccccc2-4)c1	-2	?	-1	-14%	?	6%	7%
CN(C)S(=O)(=O)c1cccc(C(=O)Nc2ccccc2)c1	15	31%[activator]	42	-4%	20%	-28%	5%
S=C(NCCCc1ccccc1)Nc1ccc(Cl)cc1	-3	0%	-1	5%	67%[activator]	?	-12%
Cc1cc(C)c(NC(=O)C2CSCCS2)c(C)c1 (stereo unspecified)	20*	61%	57*	-2%	94%[activator]	12%	2%
O=c1c2ccccc2c(C=NC2CCN(Cc3ccccc3)CC2)c(O)n1Cc1ccc2c(c1)OCO2	3	4.7µM*	-10	7%	?	.	.
CCOC(=O)c1cc2c(ccn2C)n1Cc1cc(C)ccc1C	-3	?	10	3%	-4%	?	-4%
CC1CCC2(CC1)NC(=O)N(CC(=O)c1ccc[nH]1)C2=O (stereo unspecified)	-2	10%	-8	-5%	.	6%	-6%
CCCN1C(=O)/C(=C/c2c(NCCCOC(C)C)nc3c(C)cccn3c2=O)SC1=S	2	?	18	-3%	37%[activator]	7%	0%
CCC(C)c1ccc(OCC(=O)Nc2ccc(Cl)cn2)cc1 (stereo unspecified)	35*	.	22	-8%	-10%	15%	.
Cc1ccc2cc(C)c(SCC#N)nc2c1	2	11%	11	-9%	?	?	3%
CCOc1ccccc1NC(=O)C1=C(C)NC(=O)NC1c1cccc(OC)c1OC (stereo unspecified)	-2	?	17	2%	?	16%	0%
Cc1ccc(-c2nn(-c3ccccc3)cc2C(=O)Nc2ccc(C(=O)O)cc2)cc1	21*	85%[activator]	48*	-3%	?	-5%	-10%

Random excerpt: 3 compounds from above
SMILES	Cycloheximide cs	Pf growth 48h	Shiga toxin inh	LmPK inh	Pf growth 96h	HCV inhibitor	Tb PYK inh
Cc1ccc(O)c(NC(=O)c2cc3nc4c(c(C(F)(F)F)n3n2)CCc2ccccc2-4)c1	-2	?	-1	-14%	?	6%	7%
S=C(NCCCc1ccccc1)Nc1ccc(Cl)cc1	-3	0%	-1	5%	67%[activator]	?	-12%
COC(=O)c1cc(Nc2cc(C)nc3ncnn23)cc(C(=O)OC)c1	-4	16%	-13	-1%	-27%	-1%	-2%

The results go on:
SMILES	Cycloheximide cs	Pf growth 48h	Shiga toxin inh	LmPK inh	Pf growth 96h	HCV inhibitor	Tb PYK inh
Cc1cc(O)c(C(C)C)cc1N=Cc1cc([N+](=O)[O-])ccc1O	2	?	4	3%	?	23%	-17%
CCN(CC)S(=O)(=O)c1ccc(/C=C/C(=O)N(c2ccccn2)C2CCCCC2)cc1	0	-5%	3	8%	4.7µM*	-19%	1%
CCOc1ccc(C(=O)Nc2ccc(CN3CCOCC3)cc2)cc1Cl	7	-12%	9	-1%	232%[activator]	-26%	1%
COCCn1c(CN2CCN(C)CC2)nc2c1c(=O)n(C)c(=O)n2C	-4	.	10	3%	?	16%	1%
CCc1cccc2c(C(=O)CN3C(=O)NC4(CCCCCC4)C3=O)c[nH]c12	.	?	.	.	?	2.5µM*	3%
COc1cccc(/C=C2\Oc3cc(OCC(=O)N4CCCC4)ccc3C2=O)c1OC	15*	13µM*	-4	-2%	10µM*	10%	-4%
COC(=O)c1ccccc1Sc1snnc1C	1	-4%	-7	1%	34%[activator]	6%	5%
N#Cc1c(C(F)(F)F)cc(-c2ccc(Cl)c(Cl)c2)nc1SCCN1CCOCC1	-3	?	-16	5%	2.3µM*	.	4%
O=C(CC1C(=O)NCCN1CC1CCCCC1)NCc1cc(F)ccc1F (stereo unspecified)	-3	-27%	-3	-3%	-16%	4%	-22%
C=CCc1cccc(/C=N/NC(=O)C[n+]2ccccc2)c1O	0	?	2	-2%	106%[activator]	-12%	-1%
CCC(=O)c1cn(CC(=O)Nc2ccc(OC)cc2)c2ccccc12	-4	26%	-4	-1%	3%	6%	-2%
CCOC(=O)c1c(C)nc(-c2ccccc2)nc1N	33*	185%[activator]	123*	0%	10µM*	?	3%
